RXFP1 antagonist = antagonists of human relaxin receptor RXFP1; AID 1259400; Q9HBX9; 0.59% of 350,000 active; activity change, negative = inhibition, % at 57.5 µM; HEK293-RXFP1, relaxin-stimulated cAMP HTRF, 30 min; hits give low values;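 active = activity change of -60% or lower, but not beyond a set lower limit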; also: % is scaled to controls: 0 for no effect and ±100 for the full control effect
D2 potentiator = positive allosteric modulators of human D2 dopamine receptor; P14416; HEK293 T-REx D2, calcium flux, EC20 dopamine potentiation; potentiation, % at 10 µM; 0.34% of 340,000 active;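 active = potentiation over 3 SD above the plate norm, cut at about 30% in these data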; also: 0% is about no effect
Target sequence (P14416 whole entry, looked up): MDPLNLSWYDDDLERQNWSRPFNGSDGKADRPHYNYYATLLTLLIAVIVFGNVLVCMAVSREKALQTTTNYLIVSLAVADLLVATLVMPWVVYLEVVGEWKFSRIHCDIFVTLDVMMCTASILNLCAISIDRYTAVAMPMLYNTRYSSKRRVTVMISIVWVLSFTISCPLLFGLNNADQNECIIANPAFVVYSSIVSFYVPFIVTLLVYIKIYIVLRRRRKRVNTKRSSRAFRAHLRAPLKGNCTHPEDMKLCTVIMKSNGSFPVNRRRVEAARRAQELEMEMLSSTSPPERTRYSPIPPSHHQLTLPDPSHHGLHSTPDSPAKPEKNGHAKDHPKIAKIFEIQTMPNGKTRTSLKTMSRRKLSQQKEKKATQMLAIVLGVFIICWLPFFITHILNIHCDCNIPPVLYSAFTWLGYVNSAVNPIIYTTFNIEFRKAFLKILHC
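Primary screen. Calcium kinetics in induced HEK293 T-REx D2 cells: compound pre-addition 180 s, EC20 dopamine, 180 s more.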
TRHR agonist = TRH receptor (human) agonism | P34981 | TRHR cells, calcium flux fluo-8, FDSS agonist mode | activation, % at 2 µM | 0.18% of 360,000 active | AID 493084; also: 0% is about no effect
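Fluo-8-loaded TRHR cells; 10 s baseline, compound added, kinetic Ca2+ fluorescence read 1/s, agonist mode.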
D1 agonist = agonists of human D1 dopamine receptor | P21728 | HEK293 T-REx D1 cells, calcium flux, agonist mode | activation, % at 2 µM | 1% of 360,000 active; also: 0% is about no effect
Target sequence (P21728 whole entry, looked up): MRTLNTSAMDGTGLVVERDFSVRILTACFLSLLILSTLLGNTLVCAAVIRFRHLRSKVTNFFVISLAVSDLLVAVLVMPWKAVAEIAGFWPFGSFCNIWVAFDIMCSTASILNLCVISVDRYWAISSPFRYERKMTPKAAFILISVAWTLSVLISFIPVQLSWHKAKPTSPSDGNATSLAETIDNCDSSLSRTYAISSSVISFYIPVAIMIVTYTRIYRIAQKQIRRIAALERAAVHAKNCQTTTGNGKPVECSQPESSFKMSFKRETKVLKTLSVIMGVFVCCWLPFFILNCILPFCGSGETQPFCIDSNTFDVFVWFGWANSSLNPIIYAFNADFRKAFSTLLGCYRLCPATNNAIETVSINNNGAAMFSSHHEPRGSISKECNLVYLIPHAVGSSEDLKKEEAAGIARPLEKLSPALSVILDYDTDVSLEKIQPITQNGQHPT
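Agonism was scored from calcium flux recorded over 180 s (1 read/s) after pintool compound addition, following a 10-cycle baseline. Cells were inducible force-coupled HEK293 TREx D1, plated overnight at 30 C and loaded with no-wash calcium dye.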
D2 antagonist = D2 dopamine receptor (human) antagonism; inhibition, % at 10 µM; P14416; HEK293 TREx D2 cells, calcium flux, dopamine EC80; 2% of 340,000 active; AID 485344; in the data active = inhibition above about 30%; also: 0% is about no effect
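Tetracycline-induced HEK293 T-REx cells expressing D2 force-coupled to calcium signalling were dye-loaded, exposed to compound for 180 s, then challenged with an EC80 of dopamine; calcium flux was followed kinetically for a further 180 s.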
TRHR PAM = allosterically enhances the human TRH receptor; enhancement, % at 2 µM; 0.66% of 360,000 active; TRHR cells, fluo-8 calcium fluorescence, EC20 TRH enhancement; P34981; in the data active = enhancement above about 30%; also: 0% is about no effect
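TRHR-expressing cells loaded with fluo-8 calcium dye were read kinetically (ex 480/em 530) during compound addition, then stimulated with an EC20 of TRH (10 nM final). Enhancement of the Gq-mediated intracellular calcium response was scored.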
D1 antag = human D1 dopamine receptor antagonism. P21728. HEK293 TREx D1 cells, calcium flux, dopamine EC80; hits give low values. activity change, negative = inhibition, % at 10 µM. 3.2% of 360,000 active; in the data active = activity change below about -30%; also: % is scaled to controls: 0 for no effect and ±100 for the full control effect
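After overnight tetracycline induction at 30 C, force-coupled D1 HEK293 cells took up a no-wash calcium dye at room temperature. Compounds were added and monitored 180 s, and the response to EC80 dopamine was then recorded.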
D1 PAM = human D1 dopamine receptor positive modulation | P21728 | HEK293 TREx D1 cells, calcium flux, dopamine EC20 potentiation | potentiation, % at 10 µM | 0.036% of 360,000 active | AID 504651; in the data active = potentiation above about 30%; also: 0% is about no effect
D2 ag = agonists of human D2 dopamine receptor; activation, % at 2 µM; AID 485358; P14416; 0.53% of 340,000 active; HEK293 T-REx D2 cells, calcium flux agonist mode;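 active = activation over 3 SD above normal in the single-dose calcium agonist read, cut at about 30% in these data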; also: 0% is about no effect
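Tetracycline-induced HEK293 T-REx cells with force-coupled D2 receptor, plated overnight at 30 C, loaded with no-wash calcium dye. After a 10 s baseline, compound was pin-added and calcium flux read kinetically for 180 s; calcium rises flagged agonists.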
An asterisk follows results filed as active; . = no result given; & = joins results of further samples. Rule as the data show it, unless noted: active = activation above about 30%; inactive = the rest. Outcome played no part in choosing rows; overall some 7.1% were active at least once.

nr	structure	RXFP1 antagonist	D2 potentiator	TRHR agonist	D1 agonist	D2 antagonist
1	COc1cccc(CC(=O)Nc2ccc3nc(N4CCC(C)CC4)cc(C)c3c2)c1	.	-6	-0.1	2	.
2	COc1ccc(C(=O)NC2CCCCCC2)cc1S(=O)(=O)N1CCOCC1	-12	-5	0.1	4	-1
3	Cc1c(C(=O)OC(C)C)[nH]c2c1C(=O)CCC2	4	.	0.5	9	-13
4	CCCc1nc2c(=O)n(C)c(=O)[nH]c2n1C	.	0	0.5	4	11
5	COc1ccc(N2CC(C(=O)NCc3n[nH]c(=O)c4ccccc34)CC2=O)cc1 (stereo not drawn)	3	5	-0.9	5	3
6	CC(=O)c1ccc2noc(-c3ccc(F)cc3)c2c1	-9	3	-0.4	4	34*
7	O=c1c2ccccc2oc2nc(C3CCCCC3)n(Cc3ccco3)c(=O)c12	-12	10	0.0	-1	-19
8	CCOC(=O)C1CCN(C(=O)c2cccc(Cl)c2)CC1	-6	17	0.1	3	-9
9	CCOc1ccc(C(=O)c2cc3ccc(O)cc3oc2=O)cc1	-4	-7	0.9	-1	7
10	O=C(Cc1nnc(NC(=O)Nc2ccccc2)s1)Nc1ccccc1	13	1	1.5	2	-11

nr	TRHR PAM	D1 antag	D1 PAM	D2 ag
1	-3	9	2	-0.4
2	0	-6	-5	0.2
3	-2	-4	-5	3.2
4	-6	-1	-1	-1.9
5	-5	1	2	-0.8
6	-2	-4	4	1.0
7	-1	10	3	0.2
8	13	11	-4	1.0
9	-7	14	-3	0.1
10	2	-10	-3	1.0

2 entries from above, set out differently:
Under each structure – RXFP1 antagonist	D2 potentiator	TRHR agonist	D1 agonist	D2 antagonist	TRHR PAM	D1 antag	D1 PAM	D2 ag
7: O=c1c2ccccc2oc2nc(C3CCCCC3)n(Cc3ccco3)c(=O)c12
 : -12	10	0.0	-1	-19	-1	10	3	0.2
8: CCOC(=O)C1CCN(C(=O)c2cccc(Cl)c2)CC1
 : -6	17	0.1	3	-9	13	11	-4	1.0

(further entries)
nr	structure	RXFP1 antagonist	D2 potentiator	TRHR agonist	D1 agonist	D2 antagonist
11	OC(CN1CCCCC1)Cn1c(C(F)(F)F)nc2ccccc21 (stereo not drawn)	4	8	-0.1	0	1
12	CCNC(=O)n1nccc1C(C)Oc1ccc(Cl)cc1 (stereo not drawn)	-2	.	-0.5	6	.
13	O=C(NCCc1ccccc1)c1c(F)cccc1F	10	-1	-0.7	4	1
14	COc1ccc(CNc2ncnc3c2c(-c2ccccc2)cn3-c2ccccc2)cc1	-1	11	0.8	6	.
15	CCCCCCn1c(CN2CCN(C(=O)c3ccco3)CC2)nc2c1c(=O)n(C)c(=O)n2C	4	-2	-1.1	2	-16
16	COc1cccc(CNC(=O)Cn2c(=O)n(CCC(=O)N3CCCCC3)c(=O)c3sccc32)c1	4	-3	0.8	-1	-12
17	CC(C)(C)NC(=O)CN(CCN1CCOCC1)C(=O)CNS(=O)(=O)c1ccccc1	-6	.	0.4	2	.
18	CCN1c2ccccc2-c2nc3ccccc3n2C1c1ccco1 (stereo not drawn)	-13	-6	0.1	0	-1
19	CC(C)NC(=O)CC1C(=O)NCCN1CC(c1ccccc1)c1ccccc1 (stereo not drawn)	-12	8	0.6	0	2
20	CC1CCCCC1NC(=O)COC(=O)c1ccc2c(c1Cl)C(=O)c1ccccc1C2=O (stereo not drawn)	-15	-7	-0.2	0	-2

nr	TRHR PAM	D1 antag	D1 PAM	D2 ag
11	1	1	-21	-2.9
12	-2	-5	-3	.
13	-7	-20	-5	-0.2
14	6	-28	2	2.4
15	4	-10	-1	0.0
16	-7	-4	-4	-1.6
17	2	2	-6	.
18	4	2	-3	-0.8
19	-4	-6	1	0.5
20	-6	-3	-2	0.6

More compounds follow:
nr	structure	RXFP1 antagonist	D2 potentiator	TRHR agonist	D1 agonist	D2 antagonist
21	Cc1nc(-c2ccccc2)sc1C(=O)NN	5	3	0.8	2	-2
22	Cc1cc(C)n(C(=O)c2c([N+](=O)[O-])cnn2C)n1	7	11	0.1	0	3
23	CCCCCCSc1cc(-c2nc3ccc(C)cn3c2NCc2ccccc2)ccc1OC	.	2	0.2	0	-7
24	Cc1cccc(C(=O)OCc2cc(=O)oc3c(C)c(C)ccc23)c1O	-4	-13	0.8	0	23
25	Cc1ccccc1-c1nsc(SCC(=O)NCc2ccc3c(c2)OCO3)n1	-8	-13	2.2	8	-2
26	COc1cc(NC(=O)CSc2ncccc2C(=O)OC(C)C)cc(OC)c1	-17&-12	1&9	-0.5&-0.6	9&10	13
27	O=C(CNC(=O)c1ccco1)N=Nc1c(O)[nH]c2ccc([N+](=O)[O-])cc12	-2	0	0.3	2	4
28	Cc1ccc2nc(NC(=O)c3ccc(S(=O)(=O)N4CCCc5ccccc54)cc3)sc2c1	-4	-4&7	0.0&-0.2	3&2	-13
29	CC(C)Cc1cc(C(=O)NCc2cccs2)no1	1	-9	-0.3	1	15
30	O=C(N/N=C/c1ccncc1)c1ccc(NC(=O)c2ccc(Cl)cc2)cc1	-5	-1	-0.6	-2	0

nr	TRHR PAM	D1 antag	D1 PAM	D2 ag
21	-4	-21	5	-0.5
22	-2	-14	-3	-0.4
23	-5	13	13	-1.5
24	-5	-3	-9	1.1
25	3	-7	-1	1.1
26	-8&-1	-13&-9	-2&3	-0.7
27	6	-5	-1	0.7
28	0&8	4&13	-2&0	1.9&1.4
29	-5	-16	-8	-1.3
30	-3	6	-2	0.8

Carrying on.
nr	structure	RXFP1 antagonist	D2 potentiator	TRHR agonist	D1 agonist	D2 antagonist
31	CC(=O)c1nc(N2C(=O)CC(Cc3ccccc3)C2=O)sc1C (stereo not drawn)	5	-1	0.3	3	10
32	CC(NC(=O)/C=C/c1ccc(Br)cc1)c1ccccc1 (stereo not drawn)	4	-13	-0.6	3	3
33	CC(C)(C)n1nc2c(c1NC(=O)c1ccc(Cl)c([N+](=O)[O-])c1)CS(=O)(=O)C2	0	-19	0.2	2	-3
34	CCOc1ccc(OCC)c(Nc2nc3ccc(Cl)cc3n3cnnc23)c1	-3	-2	0.1	1	.
35	Cc1ccc(C)c(NC(=O)CN2C(=O)COc3ccc(Cl)cc32)c1	-6	8	-0.1	0	.
36	CC1(C)C2CCC(C2)C1(C)NC(=O)CN1CCOCC1 (stereo not drawn)	-4	11	1.2	2	0
37	Cc1nn(-c2ccccc2)c2nc(=O)n(-c3ccccc3)cc12	12	-2	0.3	2	-5
38	Cc1ccc(O)c(C(=O)/C=C/c2ccc3c(c2)OCCCO3)c1	-16	.	-0.9	5	.
39	COc1ccc(-c2[nH]c3ccccc3c2SCCNC(=O)c2ccc(S(=O)(=O)N(C)C)cc2)cc1	-15	8	-0.2	1	.
40	CC1CN(C(=O)Nc2cccc(Cl)c2)C2(CCCCCC2)O1 (stereo not drawn)	27	-3	0.4	4	8

nr	TRHR PAM	D1 antag	D1 PAM	D2 ag
31	0	-3	-6	-0.3
32	8	4	-9	-1.1
33	3	-2	-5	0.7
34	-3	-36*	0	.
35	7	-17	-5	-0.7
36	17	-6	-2	-0.6
37	-4	1	-6	1.0
38	1	-8	4	.
39	8	10	2	-2.1
40	-8	-11	6	0.9

The listing continues.
nr	structure	RXFP1 antagonist	D2 potentiator	TRHR agonist	D1 agonist	D2 antagonist
41	CCOc1ccc(NC(=O)Cn2c(=O)n(CCc3ccccc3)c(=O)c3c4c(sc32)CCCC4)cc1	.	1	1.1	-1	.
42	CCN(C(=O)COc1cc(=O)n(CC)c2ccccc12)c1cccc(Cl)c1	-3	29	0.0	0	-1
43	CCN(CC)CCCN1C(=O)C(=O)/C(=C(/O)c2ccc3c(c2)OCCO3)C1c1ccc(C)o1 (stereo not drawn)	.	5	0.5	2	15
44	CC(C)(O)/C=C1/Oc2ccccc2C1N1CCCCC1 (stereo not drawn)	-16	-2	-0.2	1	14

nr	TRHR PAM	D1 antag	D1 PAM	D2 ag
41	11	-36*	-2	0.2
42	5	-6	5	-2.3
43	3	-10	2	0.9
44	1	11	-1	0.9

In the list so far, 8 contain an aryl methoxy group:
nr	structure	RXFP1 antagonist	D2 potentiator	TRHR agonist	D1 agonist	D2 antagonist
1	COc1cccc(CC(=O)Nc2ccc3nc(N4CCC(C)CC4)cc(C)c3c2)c1	.	-6	-0.1	2	.
2	COc1ccc(C(=O)NC2CCCCCC2)cc1S(=O)(=O)N1CCOCC1	-12	-5	0.1	4	-1
5	COc1ccc(N2CC(C(=O)NCc3n[nH]c(=O)c4ccccc34)CC2=O)cc1 (stereo not drawn)	3	5	-0.9	5	3
14	COc1ccc(CNc2ncnc3c2c(-c2ccccc2)cn3-c2ccccc2)cc1	-1	11	0.8	6	.
16	COc1cccc(CNC(=O)Cn2c(=O)n(CCC(=O)N3CCCCC3)c(=O)c3sccc32)c1	4	-3	0.8	-1	-12
23	CCCCCCSc1cc(-c2nc3ccc(C)cn3c2NCc2ccccc2)ccc1OC	.	2	0.2	0	-7
26	COc1cc(NC(=O)CSc2ncccc2C(=O)OC(C)C)cc(OC)c1	-17&-12	1&9	-0.5&-0.6	9&10	13
39	COc1ccc(-c2[nH]c3ccccc3c2SCCNC(=O)c2ccc(S(=O)(=O)N(C)C)cc2)cc1	-15	8	-0.2	1	.

nr	TRHR PAM	D1 antag	D1 PAM	D2 ag
1	-3	9	2	-0.4
2	0	-6	-5	0.2
5	-5	1	2	-0.8
14	6	-28	2	2.4
16	-7	-4	-4	-1.6
23	-5	13	13	-1.5
26	-8&-1	-13&-9	-2&3	-0.7
39	8	10	2	-2.1
